# FBPA coupling cs – coupling enzyme interference in Giardia aldolase counter-screen. coupling enzyme system counterscreen, AmpLite Red fluorescence. 0.67% of 290,000 active. activity change, negative = inhibition, % at 58.2 µM, hits read low; in the data active means activity change below about -30%
#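 Counterscreen of the coupled detection system alone, without aldolase: glyceraldehyde-3-phosphate coupling enzymes plus AmpLite Red readout. Compounds at 57.5 uM final, 10 min RT preincubation, 20 min RT reaction, fluorescence 525/598 nm.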
# An asterisk follows results filed as active; & = joins results of further samples. On the % scale 0 is the no-effect control and ±100 the full control effect. These rows are one share of the data; the hit share may differ from the screen's.
SMILES,FBPA coupling cs
O=C1/C(=C\c2ccc(O)c(O)c2)Oc2cc(O)ccc21,-2.2
COc1cc(NS(=O)(=O)c2ccc([N+](=O)[O-])cc2)c2ncccc2c1,-17.9
Cc1ccc2nsnc2c1S(=O)(=O)Nc1cccc2cccnc12,-20.4
O=C(NCCCCCCNC(=O)ON=C1CCCCC1)ON=C1CCCCC1,-2.1&5.9
CC(=O)N[C@@H](CC(C)C)C(=O)N[C@@H](CC(C)C)C(=O)N[C@H](C=O)CCCN=C(N)N,0.5
COc1ncc2nc(CCc3ccccc3)c(=O)n(-c3ccccc3)c2n1,-0.2
COCCn1c(=O)cnc2cnc(N3CCNCC3)nc21,0.6
C=CCC(C)(O)c1cccc(C(F)(F)F)c1 (centres undefined),0.5
C[C@H](O/N=C1/[C@H]2O[C@@H]2[C@@H](O)[C@H]2[C@H]1CCn1c(=O)n(-c3ccccc3)c(=O)n12)c1cn([C@H]2COC[C@H]2O)nn1,1.7
COc1cccc(Cn2c(=O)c(C)nc3cnc(Nc4cccc(OC)c4)nc32)c1,-1.0
COC(=O)C(O)C1C(C)(C)C(OC(C)=O)C2CC3=C4CC(=O)OC(c5ccoc5)[C@]4(C)CCC3[C@@]1(C)C2=O (some centres undefined),1.1
O=c1cc(-c2ccc(O)c(O)c2)oc2ccccc12,-20.4
COC(=O)C/C=C\[C@@H](C)[C@@H](/C=N\OC[C@@H]1O[C@H](c2ccccc2)C=C[C@@H]1Oc1ccc(OC)cc1)NS(=O)(=O)c1ccc(C)cc1,-1.2
Cc1cnc(CNc2nc(-c3ccc(C(=O)N(C)C)cc3)nc3ccccc23)cn1,-6.8
Cn1c(=O)n2n(c1=O)[C@H]1[C@H](O)[C@H]3O[C@@H]3/C(=N/OC[C@@H](O)COCc3ccco3)[C@@H]1CC2,5.7
Cc1c(-c2ccccc2)oc2c(C(=O)OCCN3CCCCC3)cccc2c1=O,0.4
O=c1cnc2cnc(Oc3ccccc3)nc2n1Cc1ccc(F)cc1,-0.2
NNc1nnc(NN)c2ccccc12,-1.4
O=C1C=C[C@@H](O)[C@H]2[C@@H]3C(=O)N(C[C@@H]4CCCO4)C(=O)[C@@H]3CC[C@H]12,0.8
CC[C@H](C)[C@H](NC(=O)[C@H](CCC(=O)O)NC(=O)[C@H](C)NC(=O)[C@@H](NC(=O)[C@H](Cc1cnc[nH]1)NC(=O)[C@@H](NC(=O)[C@H](CCC(=O)O)NC(=O)[C@H](C)NC(=O)[C@@H](NC(=O)[C@H](CC(C)C)NC(=O)[C@H](Cc1cnc[nH]1)NC(=O)[C@H](Cc1cnc[nH]1)NC(=O)[C@H](CC(C)C)NC(=O)[C@H](Cc1c[nH]c2ccccc12)NC(=O)[C@H](Cc1ccccc1)NC(=O)[C@H](CCCNC(=N)N)NC(=O)[C@H](CCCNC(=N)N)NC(=O)[C@H](CCCNC(=N)N)NC(=O)[C@H](CC(C)C)NC(=O)[C@H](CC(=O)O)NC(=O)[C@H](CCC(N)=O)NC(=O)[C@@H](NC(=O)[C@H](CO)NC(=O)[C@H](CCCCN)NC(=O)CNC(=O)[C@H](CCCCN)NC(=O)[C@H](CC(=O)O)NC(=O)[C@H](Cc1cnc[nH]1)NC(=O)[C@H](CC(C)C)NC(=O)[C@H](CC(C)C)NC(=O)[C@H](CCC(N)=O)NC(=O)[C@@H](NC(=O)[C@H](CCC(=O)O)NC(=O)[C@H](CO)NC(=O)[C@@H](NC(=O)[C@H](C)N)C(C)C)[C@@H](C)CC)[C@@H](C)CC)[C@@H](C)CC)[C@@H](C)CC)[C@@H](C)O)C(=O)O,-0.5
Cc1ccc2[nH]c3nc(CCCn4ccnc4-c4ccccc4)nnc3c2c1,-3.9
N#Cc1ccccc1-c1ccc2ncnc(NCc3ccccc3)c2c1,-3.6
COc1ccc(COC(=O)N/N=C2/C[C@@H](O)[C@@H](O)[C@@H]3[C@@H]4C(=O)N(C5CCCCC5)C(=O)[C@H]4CC[C@@H]23)cc1,-1.5
O=c1c(-c2ccccc2)nc2cnc(N3CCNCC3)nc2n1C1CC1,0.5
C[C@@H](CC(=O)O)[C@@H](N)C(=O)O,1.9
COc1cccc(C=NC=Nc2cccc(OC)c2)c1,-2.4
COC(=O)C/C=C1\c2ccccc2C(OC)C1C (centres undefined),1.0
CC[C@H](C)[C@H](NC(=O)[C@H](CC(C)C)NC(=O)[C@H](CO)NC(=O)[C@H](CCC(=O)O)NC(=O)[C@H](CC(C)C)NC(=O)[C@H](Cc1ccc(O)cc1)NC(=O)[C@H](CCCCN)NC(=O)[C@H](CCCCN)NC(=O)[C@H](C)NC(=O)[C@H](CO)NC(=O)[C@H](CC(C)C)NC(=O)[C@H](CCC(N)=O)NC(=O)CNC(=O)[C@H](CC(C)C)NC(=O)[C@H](CC(C)C)NC(=O)[C@H](CCCNC(=N)N)NC(=O)[C@H](CO)NC(=O)[C@H](Cc1ccccc1)NC(=O)[C@H](CC(=O)O)NC(=O)[C@H](CO)NC(=O)[C@@H](NC(=O)[C@H](Cc1ccccc1)NC(=O)[C@@H](NC(=O)CNC(=O)[C@H](CC(=O)O)NC(=O)[C@H](C)NC(=O)[C@@H](N)Cc1cnc[nH]1)C(C)C)[C@@H](C)O)C(N)=O,-2.7
N[C@H](C(=O)O)C1[C@H](C(=O)O)[C@H]1C(=O)O (some centres undefined),2.3
COc1cccc(-c2nc(NCc3cccnc3)c3ccccc3n2)c1,0.9

# A second format for six compounds above.
smiles | FBPA coupling cs
Cc1cnc(CNc2nc(-c3ccc(C(=O)N(C)C)cc3)nc3ccccc23)cn1 | -6.8
Cn1c(=O)n2n(c1=O)[C@H]1[C@H](O)[C@H]3O[C@@H]3/C(=N/OC[C@@H](O)COCc3ccco3)[C@@H]1CC2 | 5.7
Cc1c(-c2ccccc2)oc2c(C(=O)OCCN3CCCCC3)cccc2c1=O | 0.4
O=c1cnc2cnc(Oc3ccccc3)nc2n1Cc1ccc(F)cc1 | -0.2
NNc1nnc(NN)c2ccccc12 | -1.4
O=C1C=C[C@@H](O)[C@H]2[C@@H]3C(=O)N(C[C@@H]4CCCO4)C(=O)[C@@H]3CC[C@H]12 | 0.8

# The list continues.
SMILES,FBPA coupling cs
CC(=O)OCC(=O)[C@]1(O)C(OC(C)=O)CC2C3CCC4=CC(=O)C=C[C@@]4(C)[C@]3(F)C(O)C[C@]21C (some centres undefined),2.3
COC(=O)C1=C(C)N(Cc2ccccc2)[C@]23O[C@](C(=O)OC)(C(=O)N2C1c1ccccc1)C1C(=O)N(C)C(=O)C13 (some centres undefined),-2.0&-0.4
Cc1cnc(CNc2nc(-c3ccc(N(C)C)cc3)nc3ccccc23)cn1,0.1
C[C@](N)(COP(=O)(O)O)C(=O)O,7.2
CC(CC(O)C1OC1(C)C)C1CCC2(C)C3=CCC4C(C)(C)C(=O)CCC4(C)C3CC[C@@]12C (some centres undefined),-1.0
CC(C)(C)c1ccc(OC2C(O)COC2/C=C/C#Cc2ccccc2)cc1 (centres undefined),-2.4&-0.7
CC(C)c1cc(C(C)C)c(S(=O)(=O)Nc2cccc3cccnc23)c(C(C)C)c1,-10.4
Cc1cccc(C(=O)N2CCC(=O)N([C@H](COCc3cccc(C(F)(F)F)c3)Cc3ccccc3)CC2)c1,-1.5
CO/N=C(\C)CCN1CCc2nc(-c3ccccc3)c(-c3ccccc3)cc2C1,1.5
CCCCCCC#CC1C=CC(OC(C)=O)C(COC(C)=O)O1 (centres undefined),-3.8
CN(C)c1ccc(-c2nc(Nc3ccncc3)c3ccccc3n2)cc1,0.1
COc1cccc(Nc2ncc3nc(CCc4ccccc4)c(=O)n(CCC#N)c3n2)c1,-2.8
NC(=O)N/N=C/c1ccc(Oc2ccc(F)cc2)cc1,0.3
O=c1c(-c2ccc(Cl)cc2)nc2cncnc2n1Cc1ccccc1,-2.1
CNC1C(O)C(O[C@H]2C(O)[C@@H](OC3OC(CN)=CCC3N)[C@H](N)C[C@@H]2N)OC[C@]1(C)O (some centres undefined),2.1
CCC(=O)O[C@@]1(C(=O)CCl)[C@@H](C)C[C@@H]2[C@H]3CCC4=CC(=O)C=C[C@@]4(C)[C@]3(F)[C@@H](O)C[C@@]21C,-3.1
COc1cc2c(cc1OC)C1C(=O)c3c(cc4c(c3O)C=CC(C)(C)O4)OC1CO2 (centres undefined),-0.8
CC[C@H](C)[C@@H](NC(=O)O[C@@H]1Cc2cc(Br)ccc2O[C@H]1c1cccc(OC)c1)C(=O)OC,2.1
COc1ccc2c(c1)C(c1ccc3c(c1)OCO3)CC(=O)O2 (centres undefined),2.0
C[C@H]1C[C@]2(O[C@@H]2C)C(=O)O[C@@H]2CCN(C)C/C=C(/COC(=O)[C@]1(C)O)C2=O,-1.0
Cc1ccccc1-c1cncnc1NCc1cccnc1,6.1
C[N+](C)(C)CCCCCNCC12CC3CC(CC(C3)C1)C2,1.7
Cc1cc(I)ccc1Nc1c(C(=O)NOCC2CC2)cc(F)c(F)c1F,2.9
c1nc(NC2CCNCC2)c2cc(-c3ccc4c(c3)OCO4)ccc2n1,0.1
CC(C)CN1CC2(CCN(S(=O)(=O)c3ccccc3)CC2)C1,3.4
COc1ccc2c(c1)O[C@H](c1ccc3c(c1)OCO3)[C@@H](OC(=O)NS(=O)(=O)c1ccc(F)cc1)C2=O,1.2
Cc1cnc(CNc2ncncc2-c2ccc3c(c2)OCO3)cn1,-0.8
COc1ccc(-c2oc3cc(OC)ccc3c(=O)c2O)cc1,2.1
O=c1cnc2cnc(Oc3cccc(Cl)c3)nc2n1CCc1ccccc1,-5.5
CO[C@H]1COC(=O)C/C=C\[C@H](C)[C@@H](OC)COC(=O)[C@@H](C)COC(=O)C/C=C\[C@@H]1C,2.9

# Compounds from the list above that contain a furan ring, fused or not:
SMILES,FBPA coupling cs
COC(=O)C(O)C1C(C)(C)C(OC(C)=O)C2CC3=C4CC(=O)OC(c5ccoc5)[C@]4(C)CCC3[C@@]1(C)C2=O (some centres undefined),1.1
Cn1c(=O)n2n(c1=O)[C@H]1[C@H](O)[C@H]3O[C@@H]3/C(=N/OC[C@@H](O)COCc3ccco3)[C@@H]1CC2,5.7

# (continued)
SMILES,FBPA coupling cs
CCCNC(=O)OC[C@H]1O[C@@H](CCO/N=C2/[C@H]3O[C@@H]3[C@@H](O)[C@H]3[C@H]2CCn2c(=O)n(-c4ccccc4)c(=O)n23)C=C[C@@H]1Oc1ccc(OC)cc1,2.0
O=C1N[C@@H]2[C@H](CCCCC(=O)Oc3ccc([N+](=O)[O-])cc3)SC[C@H]2N1,4.2
CS(=O)(=O)Nc1cccc(-c2nc(NCc3cccs3)c3ccccc3n2)c1,0.6
COCC(=O)N1CCC2(CC1)CCN(c1ccccn1)CC2,1.0
CC(C)=CCC/C(C)=C/CO/N=C1/C[C@@H](O)[C@@H](O)[C@@H]2[C@@H]3C(=O)N(C(C)(C)C)C(=O)[C@H]3CC[C@@H]12,0.2
Cc1noc(C)c1C(=O)N1CCC2(CC1)CN(c1cccc(-c3ccccc3)c1)C2,-1.0
COc1cccc(-c2nccc(NC3CCNCC3)n2)c1,0.5
Cc1cn(C2CC(N=[N+]=[N-])C(CO)O2)c(=O)[nH]c1=O (centres undefined),5.6
C[C@@H]1[C@H]2CC[C@@H]3[C@@H]4CC=C5C[C@@H](N(C)C)CC[C@]5(C)[C@@H]4CC[C@@]32CN1C,3.3
COC(=O)NC(/C(C(=O)OC)=C(\C)NCc1ccccc1)c1cccs1 (centres undefined),-0.7
COc1cccc(Nc2ncc3nc(-c4ccc(F)cc4)c(=O)n(CCC#N)c3n2)c1,2.1
O=c1c(-c2ccc(F)cc2)nc2cnc(Oc3ccccc3)nc2n1C1CC1,-1.2
COc1cc(OC)cc(-c2nnc3n2N=C(c2ccccc2OC)CS3)c1,-8.1
COc1c(CO)cc(CO)cc(CO)c1=O,0.5
NC(N)=NCCC[C@H](N)C(=O)N1CCC[C@H]1C(=O)N1CCC[C@H]1C(=O)NCC(=O)N[C@@H](Cc1ccccc1)C(=O)N[C@@H](CO)C(=O)N1CCC[C@H]1C(=O)N[C@@H](Cc1ccccc1)C(=O)O,1.5
N[C@@H](Cc1cc(-c2ccc(Cl)cc2Cl)cc(CP(=O)(O)O)c1O)C(=O)O,18.6
Cc1ccccc1-c1ccc2ncnc(NC3CC3)c2c1,-7.7
CC(C)CN1CCCC2(CCN(C(=O)c3cc(C(F)(F)F)cc(C(F)(F)F)c3)CC2)C1,-0.8
CN(C)c1ncc2nc(-c3cccc(C#N)c3)c(=O)n(C[C@H]3CCCO3)c2n1,-0.6
NC(=O)Nc1sc(-c2ccc(F)cc2)cc1C(N)=O,1.9
COC(=O)[C@@H]1CC[C@H](C)[C@@H](c2ccc(C)cc2)N1C(=O)c1ccc(/C=N\OC[C@@H](C)[C@H](OCc2ccccc2)C(C)C)cc1,3.4
O=c1c(CCc2ccccc2)nc2cnc(N3CCOCC3)nc2n1C[C@H]1CCCO1,7.5
CCc1ccc(OCc2ccccc2C(=O)Nc2ccc3nc(C)cc(N)c3c2)cc1,-0.1
CC(C)C[C@H](NC(=O)[C@@H]1CCCN1C(=O)[C@H](CO)NC(=O)[C@H](Cc1ccccc1)NC(=O)CNC(=O)[C@@H]1CCCN1C(=O)[C@@H]1CCCN1C(=O)[C@@H](N)CCCN=C(N)N)C(=O)O,0.1
CC(C)C[C@@H](CC(=O)N[C@@H](CCC(=O)O)CC(=O)O)NC(=O)[C@@H]1CNCC[C@H]1NC(=O)C[C@H](CCCN)NC(=O)C[C@H](CO)NC(=O)[C@@H]1CNCC[C@H]1N,-0.6
CCOC(=O)C1=C(N)Oc2ccc(Br)cc2C1C(C#N)C(=O)OCC (centres undefined),-2.9&-0.4
CC(=O)OC[C@@H]1O[C@@H](O/N=C2/C[C@@H](O)[C@@H](O)[C@@H]3[C@@H]4C(=O)N(C(C)(C)C)C(=O)[C@H]4CC[C@H]23)[C@H](OC(C)=O)[C@H](OC(C)=O)[C@@H]1OC(C)=O,-0.1
O=c1cc(-c2cccc(O)c2)oc2cccc(O)c12,6.8
O=C(Nc1ccccc1)N1CCCC2(CCN(C(=O)c3cnccn3)CC2)C1,2.8
CN1CCN(c2ncc3nc(-c4cccc(C#N)c4)c(=O)n(Cc4ccc(F)cc4)c3n2)CC1,1.0
Cc1noc(C)c1-c1cc(NCc2cccnc2)ncn1,6.9
